# KKLEB cytotox: reduces viability of KKLEB cystic fibrosis airway cells | 0.36% of 360,000 active | KKLEB CF airway cells viability, ATPlite luminescence, overnight; hits give low values; cells stimulated with P. aeruginosa culture filtrate | AID 602141 | activity change (cytotoxicity), % at 5 µM;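 active = corrected activity change at or below -50% at 5 µM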
# CF NFkB block: cystic fibrosis NF-kB activation inhibition. KKLEB NF-kB-GFP reporter, PAF-induced, GFP fluorescence overnight. inhibition, % at 5 µM. 0.86% of 360,000 active. AID 588850;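 active = at least 50% inhibition at 5 µM, scaled per plate between neutral and stimulator controls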;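 note: PAF is a Pseudomonas aeruginosa culture filtrate used as stimulus; plate controls were PAF-stimulated DMSO wells for no effect and unstimulated DMSO wells for full effect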
# Vif imaging: HIV Vif inhibition; HEK293T cells, Vif self-association by quenched fluorescence, imaging, 24 h; inhibition, % at 7.49 µM; AID 602346; 0.35% of 340,000 active; in the data active = inhibition above about 50%, passing the limit was not always enough; note: some results filed as inactive read as strong as hits
# NR2E3 ag-1: activates human NR2E3 receptor. Q9Y5X4. CHO-S Gal4-NCOR/VP16-NR2E3 two-hybrid, luciferase. inhibition of corepressor binding, % at 3.98 µM. 0.35% of 360,000 active. AID 602229;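 active = inhibition above the mean of all tested compounds plus 3 SD, cut at about 70% in these data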;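 note: 0% = DMSO with NR2E3 transfected cells and 100% = cells lacking NR2E3 construct; higher means lower luciferase signal from less NR2E3 corepressor binding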
# Target sequence (Q9Y5X4 whole entry, looked up, the tested form may be a part): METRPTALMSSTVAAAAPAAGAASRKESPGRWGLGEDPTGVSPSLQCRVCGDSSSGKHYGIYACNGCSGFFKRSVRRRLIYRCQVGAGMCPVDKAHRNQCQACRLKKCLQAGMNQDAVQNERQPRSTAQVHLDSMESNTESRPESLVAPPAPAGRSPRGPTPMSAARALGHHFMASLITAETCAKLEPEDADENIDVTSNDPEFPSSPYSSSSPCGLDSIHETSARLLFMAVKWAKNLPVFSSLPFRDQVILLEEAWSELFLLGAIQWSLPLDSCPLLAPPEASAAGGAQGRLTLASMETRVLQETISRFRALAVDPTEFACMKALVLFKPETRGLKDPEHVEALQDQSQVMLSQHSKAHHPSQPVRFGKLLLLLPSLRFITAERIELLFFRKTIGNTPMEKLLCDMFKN
# CaV13 FRET inh: Disruptors of the CACNA1D IQ motif to Ca2+-dependent inactivation inhibitor domain association, primary screening, Förster resonance energy transfer in intact living …; HEK cells, CFP/YFP FRET ICDI-IQ, plate reader, 10 min; percent FRET-ratio fall versus neutral wells; inhibition, % at 12.3 µM; 0.098% of 340,000 active; AID 743397;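 active = mean replicate inhibition of at least 30% and at least 1% of replicates passing that level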;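 note: 0% = median of the neutral control wells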
# HIF-2a block: inhibitors of HIF-2a. 786-0 RCC cells HIF-2a reporter, luciferase luminescence, overnight. inhibition, % at 18.8 µM. 0.72% of 360,000 active;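 active = inhibition of the luminescence signal of 40% or more relative to plate controls, in a single-dose primary screen at 18.75 µM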
# NR2E3 ag-2: agonists of human nuclear receptor NR2E3; Q9Y5X4; GST-NR2E3/biotin-RetCOR TR-FRET, 1536-well; inhibition of corepressor binding, % at 4.78 µM; 0.12% of 320,000 active; AID 2300;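 active = percent inhibition above the cutoff of mean plus 3 SD of all tested compounds, set per screening campaign, cut at about 20% in these data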;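 note: 0% = DMSO wells and 100% = biotin wells as full block of FRET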
#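 Format: 1536-well format; test system: GST-NR2E3 and biotin-RetCOR proteins; read-out basis: percent inhibition of TR-FRET ratio; timing: 5 h incubation at 4 °C; detection: time-resolved FRET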
# Peg3 promoter: Peg3 promoter activity inhibition; HeLa PEG-Prom luciferase reporter, luminescence, overnight; inhibition, % at 20 µM; 1.7% of 360,000 active;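 active = inhibition of at least 50% at 20 µM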
# Shn3 3UTR inh: inhibitors of Schnurri-3 3'UTR reporter in osteoblasts; Clone20 osteoblast Shn3 3'UTR firefly luciferase, 24 h; inhibition, % at 12.5 µM; 0.52% of 360,000 active; AID 588674;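 active = mean inhibition of at least 75% with every replicate also reaching 75%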;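 note: 0% = median of neutral control wells and 100% = pilot-screen positive control compound; some compounds past the cut are filed as inactive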
# PDI inh: blocks human protein disulfide isomerase activity; inhibition, % at 10 µM; 0.052% of 350,000 active; PDI insulin aggregation turbidity, A650, 90 min;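 active = mean inhibition across replicates of 30% or more, whatever share of single replicates reach that level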;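 note: absorbance from insulin aggregation driven by PDI reduction with DTT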
# Target sequence (P07237 whole entry, looked up): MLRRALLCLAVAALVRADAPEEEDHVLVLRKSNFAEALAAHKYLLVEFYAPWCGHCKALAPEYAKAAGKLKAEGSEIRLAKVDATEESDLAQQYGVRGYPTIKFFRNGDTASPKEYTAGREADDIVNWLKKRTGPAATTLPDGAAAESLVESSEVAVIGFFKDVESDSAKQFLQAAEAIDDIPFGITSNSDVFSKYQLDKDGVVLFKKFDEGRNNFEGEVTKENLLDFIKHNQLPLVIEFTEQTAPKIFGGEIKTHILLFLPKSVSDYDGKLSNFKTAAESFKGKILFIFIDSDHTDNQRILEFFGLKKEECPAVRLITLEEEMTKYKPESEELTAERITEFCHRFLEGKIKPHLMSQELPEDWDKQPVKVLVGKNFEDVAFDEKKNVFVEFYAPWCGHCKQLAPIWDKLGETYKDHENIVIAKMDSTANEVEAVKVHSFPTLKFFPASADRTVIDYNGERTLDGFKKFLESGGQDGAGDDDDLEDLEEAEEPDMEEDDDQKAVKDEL
# TRPM1 prom inh: MITF TRPM1 promoter inhibition in SK-MEL-5 cells; inhibition, % at 12.5 µM; 0.83% of 330,000 active; SK-MEL-5 TRPM1 promoter luciferase, 24 h;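 active = mean inhibition across replicates of 60% or more, whatever share of single replicates reaches that level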; note: values of inactives mirror those of a sister screen read the other way
# Numbers without * were called inactive; . = no result given.
canonical_smiles	KKLEB cytotox	CF NFkB block	Vif imaging	NR2E3 ag-1	CaV13 FRET inh	HIF-2a block	NR2E3 ag-2	Peg3 promoter	Shn3 3UTR inh	PDI inh	TRPM1 prom inh
COc1cc(C2C(C#N)=C(N)Oc3cc(C)n(CC4CCCO4)c(=O)c32)cc2c1OCO2 (configuration not stated)	4.1	7.1	-1.0	12.3	.	17.3	.	3.9	-24.8	-4.4	5.4
COc1cc(C)ccc1S(=O)(=O)NC(=O)C1(C)CCN1C(=O)Cc1ccc(C(C)(C)C)cc1 (configuration not stated)	-4.7	7.0	12.4	1.1	-6.9	2.6	.	2.1	-5.3	2.8	.
COc1ccc(-c2nnc(SCC(=O)Nc3sc4c(c3C#N)CCC4)n2CC2CCCO2)cc1 (configuration not stated)	7.4	-12.3	.	7.2	-1.9	7.7	.	13.2	-10.5	3.5	6.8
O=[N+]([O-])c1ccc(CN2CCOCCOCCN(Cc3ccc([N+](=O)[O-])cc3)CCOCC2)cc1	-6.0	18.6	-30.5	-12.3	.	-2.1	2.1	-1.7	25.7	11.6	4.6
O=C(Cc1ccc(S(=O)(=O)N2CCOCC2)s1)NNC(=O)c1ccccc1Cl	-8.1	7.3	11.7	16.5	-5.1	3.4	1.1	-1.4	-12.3	-7.9	2.8
CC(OC(=O)Cc1n[nH]c(=O)c2ccccc12)C(=O)Nc1cc(Cl)cc(Cl)c1 (configuration not stated)	-15.9	9.9	7.3	-32.9	-7.0	13.2	-0.8	23.6	1.1	-9.8	-1.2
O=C(NC(=S)NCc1ccccc1)c1ccccc1Br	-10.7	4.6	-0.3	-10.2	-20.5	-41.4	-1.8	-25.6	-3.1	-2.8	8.2
CCCCNC(=O)N1CCOCCOCCN(C(=O)NCCCC)CCOCC1	-5.0	8.5	1.5	4.0	-5.0	4.0	-0.1	11.5	-11.8	-4.7	7.0
COC(C(=O)NC1CCCCCCC1)c1ccccc1 (configuration not stated)	3.4	9.2	2.2	-0.1	-5.9	10.6	5.8	13.0	-25.1	-1.5	1.1
CSC(=NC#N)N1CCN(c2ccccn2)CC1	-7.7	8.0	12.4	-33.1	4.8	-20.5	1.1	19.7	24.4	-3.7	-7.4
O=C(CC1Oc2ccccc2NC1=O)NCCc1ccccc1 (configuration not stated)	-2.0	12.0	-8.4	-11.5	23.2	-3.5	2.2	-11.9	-4.2	-0.4	15.7
CC(=O)NC12CC3CC(C1)CC(C(=O)NCc1ccc(C)cc1)(C3)C2	-0.3	12.3	2.5	-10.3	-2.8	8.5	-1.0	5.1	-3.5	-2.7	2.4
Cn1cccc1C(=O)OCC(=O)c1cc2ccccc2o1	5.7	-1.6	17.9	-41.2	-5.8	-113.7	-0.3	-104.6	-4.9	-3.0	-31.8
Cc1cc(C)cc(-n2c(C)cc(C(=S)N3CCOCC3)c2C)c1	-0.7	4.8	-2.9	-17.1	-7.6	18.6	2.4	16.5	8.4	-3.2	2.9
COc1ccc(/C=C2\SC(=O)N(CCC(=O)Nc3ccccc3)C2=O)cc1OC	-43.8	47.2	5.5	-23.1	-6.3	-0.4	1.5	7.7	0.3	5.2	10.8
Nc1nnc(-c2ccccc2Cl)s1	-9.2	-10.4	-10.7	-8.4	-6.3	-42.9	-0.3	-22.5	1.2	-6.9	-6.7
CCN(Cc1ccccc1)c1c(C(=O)O)cnc2c1cnn2C	-0.4	-12.7	-2.3	-2.5	2.8	6.2	1.3	15.0	-10.3	0.5	4.6
COc1ccc(OCCC(=O)OCC(=O)NC(=O)NC(C)(C)C)cc1	-0.9	6.2	4.7	-11.6	0.7	14.9	1.6	-9.8	-6.9	-16.0	4.7
O=C(CSc1ncnc2scc(-c3ccc(Cl)cc3)c12)NCc1ccc2c(c1)OCO2	-4.0	-6.6	-2.5	-1.2	.	26.6	.	26.7	6.4	5.2	3.0
CC(=O)Nc1cccc(NC(=O)CSc2ncc(-c3ccc(Cl)cc3)n2Cc2ccco2)c1	-10.1	-0.8	-15.2	-16.1	-2.9	17.3	-4.5	35.1	83.8	-2.4	8.8
O=C(NC(Cc1ccccc1)C(=O)O)/C(=C\c1ccc(F)cc1)NC(=O)c1ccco1 (configuration not stated)	9.9	12.1	9.7	-2.2	-1.8	13.8	1.6	-0.4	11.2	-7.6	-2.9
Cc1cccc(NC(=O)CNC(=O)c2cccs2)n1	-11.8	23.5	3.5	11.7	-17.3	-9.3	2.9	-12.2	-24.5	-1.3	-16.7
CCN(CC(=O)Nc1ccc(NC(C)=O)cc1)C(=O)/C=C/c1ccc(S(=O)(=O)N2CCCCCC2)cc1	-15.9	15.8	.	-10.7	-5.4	42.4*	-3.1	43.7	11.7	-2.1	-2.8
O=C(NCCO)C(=O)NCC1OCCCN1S(=O)(=O)c1cc(F)ccc1F (configuration not stated)	20.7	-14.1	-10.2	-31.7	.	9.8	-0.8	-3.0	4.3	-0.1	-1.0
Nc1nc2nonc2nc1N	9.9	-13.5	-3.7	10.0	-5.1	12.6	-1.0	4.6	5.0	-2.1	.
O=c1/c(=C\c2ccc3c(c2)OCO3)sc2n1CCCN=2	-0.6	-10.7	-19.6	-123.5	-3.5	-210.2	-1.5	-346.0	-77.3	-5.1	-33.5
O=C(Nc1ccccc1N1CCCCC1)c1ccc(-c2ccc(Cl)cc2)o1	8.7	0.6	-7.8	-36.3	-8.3	-11.3	-0.1	-20.4	7.9	-10.3	25.6
CCN(CC)C(=O)CSc1nc2ccccc2c(=O)n1CCC(=O)NCCc1ccc(OC)c(OC)c1	-8.9	13.3	-1.5	-13.6	2.1	10.2	-0.9	16.4	-0.9	-0.1	-2.1
CC(=O)C1=C(O)C(=CC=Cc2ccccc2)OC1=O	-10.9	-10.2	0.6	-40.9	-6.1	-97.3	.	-167.4	-21.9	-0.7	.
Cc1cc(C)cc(OC(=O)C23CCC(C)(C(=O)O2)C3(C)C)c1 (configuration not stated)	0.8	2.9	-0.6	-3.4	-15.6	8.5	-4.7	-3.7	-2.7	-12.5	0.2

# Full records from above. Order of screens: KKLEB cytotox | CF NFkB block | Vif imaging | NR2E3 ag-1 | CaV13 FRET inh | HIF-2a block | NR2E3 ag-2 | Peg3 promoter | Shn3 3UTR inh | PDI inh | TRPM1 prom inh
# Cc1cc(C)cc(-n2c(C)cc(C(=S)N3CCOCC3)c2C)c1 across the screens: -0.7 | 4.8 | -2.9 | -17.1 | -7.6 | 18.6 | 2.4 | 16.5 | 8.4 | -3.2 | 2.9
# O=C(Nc1ccccc1N1CCCCC1)c1ccc(-c2ccc(Cl)cc2)o1 across the screens: 8.7 | 0.6 | -7.8 | -36.3 | -8.3 | -11.3 | -0.1 | -20.4 | 7.9 | -10.3 | 25.6
# CCN(Cc1ccccc1)c1c(C(=O)O)cnc2c1cnn2C across the screens: -0.4 | -12.7 | -2.3 | -2.5 | 2.8 | 6.2 | 1.3 | 15.0 | -10.3 | 0.5 | 4.6

# The results go on:
canonical_smiles	KKLEB cytotox	CF NFkB block	Vif imaging	NR2E3 ag-1	CaV13 FRET inh	HIF-2a block	NR2E3 ag-2	Peg3 promoter	Shn3 3UTR inh	PDI inh	TRPM1 prom inh
CCCS(=O)(=O)NC(=O)C1(C)CCN(C(=O)c2c(-c3ccccc3)noc2C)C1 (configuration not stated)	2.6	-2.2	-2.0	-27.4	-4.8	11.7	.	3.1	-9.8	2.5	.
CCOC(=O)N1CCC(N2C(=O)c3ccccc3C2Nc2ccccc2)CC1 (configuration not stated)	-23.4	-0.3	-1.6	-4.8	-4.0	11.9	-1.0	3.1	6.8	.	.
CN(Cc1cccnc1)C(=O)Cc1ccc(NS(=O)(=O)c2cccc(C(F)(F)F)c2)cc1	0.5	-0.1	7.8	-15.8	-2.9	6.8	1.2	10.8	-1.3	6.5	8.4
Cc1cccc(N2CCN(C(c3ccncc3)c3nnnn3C(C)(C)C)CC2)c1C (configuration not stated)	-11.8	0.8	2.1	-31.5	-1.5	18.1	-0.3	9.2	-5.2	-3.1	0.3
O=C(CSc1ncccn1)N/N=C/c1ccccc1[N+](=O)[O-]	6.6	-1.2	6.9	-8.8	-1.9	-18.6	1.2	-8.2	9.1	2.5	-14.8
COc1ccccc1-c1cn(S(=O)(=O)c2ccc(C)cc2)nc1N	9.3	1.5	-2.9	4.4	-6.4	-36.1	0.3	-17.1	11.5	-6.5	0.6
CCCn1nc(C(=O)OCC(=O)Nc2ccc(C(N)=O)cc2)c2ccccc2c1=O	-6.0	2.5	-2.0	-0.5	-6.1	-14.0	.	-6.5	-14.1	4.8	12.2
CCC(=O)Nc1nonc1-c1nc2ccccc2n1Cc1ccccc1	-14.2	-6.4	-5.7	-35.8	-3.0	-8.5	-4.5	4.6	7.3	-1.6	9.9
O=C(CC1C(=O)NCCN1Cc1ccc(F)cc1Cl)NCc1ccon1 (configuration not stated)	-1.2	7.9	-3.8	-10.7	-7.0	3.2	-0.9	4.2	-9.2	15.0	4.1
CNc1cccc(-c2ccccc2CO)n1	6.8	-14.8	-9.4	1.1	-4.5	-2.7	.	-7.6	-0.8	-7.2	.
CCOC(=O)N1CCN(C(=O)c2cc3c(=O)[nH]c4ccccc4c3s2)CC1	8.2	2.2	17.0	-3.0	0.2	-45.8	3.7	-5.6	-1.3	-8.0	5.1
COc1ccc(-n2cnnc2SCC(=O)Nc2ccccc2F)cc1	6.7	-17.4	5.5	-11.8	-3.8	13.5	1.6	6.5	-15.5	-3.4	-2.1
CC(C)N(Cc1ccccc1)C(=S)NCc1ccccc1	-15.0	-6.2	-3.5	-8.4	-4.1	12.4	2.5	15.8	17.6	1.1	-0.3
COc1cccc(-c2c(-c3cc(OC)cc(OC)c3)n(C)c3ccc(-c4cnc(N5CCOCC5)nc4)cc23)c1	-48.1	46.5	-4.1	-12.8	-9.1	13.1	.	48.9	1.6	-8.1	-6.9
CN(C)c1cccc2c1c(NC(=O)Nc1ccc(Cl)cc1Cl)nn2C	-1.3	-15.4	8.4	-19.8	-14.3	-14.1	0.1	-8.6	-16.5	-5.0	-10.4
C=C1C(=O)O[C@H]2[C@H]1[C@H](OC(=O)/C(C)=C\C)C[C@]1(CO1)[C@@H]1[C@H](OC(C)=O)C=C(C)[C@]21O	14.8	-2.2	8.5	-16.5	-2.0	4.5	.	13.7	-22.3	-0.9	2.6
COc1ccc2c(c1)CCC1(C)CC(=O)C=C21 (configuration not stated)	-13.9	9.8	-8.9	-17.8	-6.1	-8.3	.	-6.2	-19.0	-4.1	.
CN1CCN(/C=N/c2c(C#N)cnn2C)CC1	9.8	0.9	15.0	-23.3	-4.5	1.6	4.2	9.7	5.1	4.0	-2.5
CCN1C(=O)C(=O)c2cc(C)ccc21	-4.5	-2.9	-3.5	8.9	-9.5	16.1	.	11.1	-0.1	20.0	-0.2
Cc1cc(C(=O)N2CCCCCC2)cs1	5.1	-17.0	.	-18.1	.	0.2	-0.3	8.1	-3.8	-5.4	9.2
CN(C)Cc1cccc(-c2ccccc2)c1O	-1.5	7.3	-5.8	9.4	-6.7	0.0	.	11.5	17.3	0.5	-2.3
Cc1nc2sc(C(=O)OC(C)C)c(N)c2c(C)c1C	0.6	-11.1	1.7	-40.2	0.7	-136.0	1.8	-103.2	-54.0	-4.2	-31.5

# Screening results from PubChem.
